TNAP inh hi DEA: blocks human TNAP under high phosphate acceptor concentration; purified TNAP, CDP-star luminescence, 1 M DEA; inhibition, % at 20 µM; hit rate 0.03% among 200,000; AID 1135;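 active means over 50% inhibition of tissue-nonspecific alkaline phosphatase at 20 µM in the single-dose screen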;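 further: plate controls were DMSO wells for no effect and EDTA-quenched wells as full inhibition for full effect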
Target sequence (P05186 whole entry, looked up): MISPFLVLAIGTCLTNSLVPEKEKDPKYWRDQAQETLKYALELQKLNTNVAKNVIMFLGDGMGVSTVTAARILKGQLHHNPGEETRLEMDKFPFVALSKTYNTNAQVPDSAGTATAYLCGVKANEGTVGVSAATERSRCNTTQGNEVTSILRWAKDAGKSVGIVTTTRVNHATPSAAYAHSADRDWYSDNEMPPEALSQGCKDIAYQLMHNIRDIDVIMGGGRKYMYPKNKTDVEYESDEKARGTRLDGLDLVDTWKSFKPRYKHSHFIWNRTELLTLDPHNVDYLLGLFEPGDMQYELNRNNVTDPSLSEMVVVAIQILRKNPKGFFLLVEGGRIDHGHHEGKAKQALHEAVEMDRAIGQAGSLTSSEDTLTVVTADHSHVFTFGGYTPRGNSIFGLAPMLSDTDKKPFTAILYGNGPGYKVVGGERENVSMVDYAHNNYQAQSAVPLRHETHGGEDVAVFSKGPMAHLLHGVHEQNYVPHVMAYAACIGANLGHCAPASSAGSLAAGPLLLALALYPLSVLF
bIAP activator: intestinal alkaline phosphatase (bovine) activation | purified bovine IAP, CDP-star luminescence, 30 min; stronger effect = higher value; fold of DMSO-control signal, blank-subtracted | activation factor at 20 µM | hit rate 0.17% among 200,000 | AID 1016;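 active means activation factor of 2 or more at 20 µM, a signal rise over negative controls twice the positive control's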
TNAP act hiacc: TNAP (human) activation, high acceptor | purified TNAP, CDP-star luminescence, 1 M DEA, 30 min; stronger effect = higher value; 0 = EDTA background, 1 = DMSO-only activity | 200,000 tested, under 10 active | activation factor at 20 µM;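 active means activation factor at least 2 at 20 µM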
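Test system – human TNAP · Doses – 20 µM single point · Incubation – 30 min, room temperature · Signal – luminescent substrate turnover signal · Read-out basis – activation factor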
bIAP inh: blocks bovine intestinal alkaline phosphatase activity | purified bovine IAP, CDP-star luminescence, 30 min | 190,000 tested, under 10 active | inhibition, % at 20 µM;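 active means over 50% inhibition of intestinal alkaline phosphatase at 20 µM in the single-dose screen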
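Incubation: 30 min reaction at room temperature / Material: purified bovine intestinal alkaline phosphatase (IAP) enzyme / Input: enzyme at 1/65,000,000 dilution / Dosing: 20 µM single dose / Signal: CDP-star luminescence signal / Reagent: CDP-star chemiluminescent phosphatase substrate, 30 µM final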
Diaph act CS: activates diaphorase or chemically reduces, flagging diaphorase assay artifacts. AID 1229. hit rate 0.005% among 190,000. Diaphorase/resazurin coupled assay, resorufin fluorescence, 16 min; stronger effect = higher value; 1 = vehicle wells, 0 = NADH-free wells. activation factor at 20 µM;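 active means diaphorase activity raised at least twofold by the compound at 20 µM; inactive means activation factor below 2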
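test system = bacterial diaphorase enzyme (C. kluyveri) | quantity = enzyme 0.07 U/mL final | reagent = NADH substrate 0.114 mM plus resazurin dye 0.1 mM, final | incubation = 16 min enzyme reaction, ambient temperature | buffer or medium = HEPES pH 7.4 buffer with MgCl2 and Tween 20 | signal = fluorescence of resorufin, 544 nm excitation, 590 nm emission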
PMI act: increases human mannose-6-phosphate isomerase activity. P34949. purified human PMI, coupled resazurin fluorescence, 20 min; stronger effect = higher value; 1 = vehicle control, 0 substrate-free wells. activation factor at 20 µM. hit rate 0.005% among 190,000. AID 1214;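 active means activation factor of 2 or more at 20 µM, relative to plate controls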
Target sequence (P34949 whole entry, looked up): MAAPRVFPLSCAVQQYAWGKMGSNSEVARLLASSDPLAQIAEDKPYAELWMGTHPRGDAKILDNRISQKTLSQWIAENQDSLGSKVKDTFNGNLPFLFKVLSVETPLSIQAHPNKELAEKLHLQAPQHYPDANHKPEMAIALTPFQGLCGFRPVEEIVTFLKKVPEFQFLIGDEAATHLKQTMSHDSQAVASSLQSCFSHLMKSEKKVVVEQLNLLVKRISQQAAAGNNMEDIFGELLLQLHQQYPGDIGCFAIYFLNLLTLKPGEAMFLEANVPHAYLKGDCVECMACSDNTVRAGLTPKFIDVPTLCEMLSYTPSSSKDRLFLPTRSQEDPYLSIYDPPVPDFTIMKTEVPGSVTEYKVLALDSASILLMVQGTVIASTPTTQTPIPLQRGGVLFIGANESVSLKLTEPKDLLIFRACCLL
Diaph inh CS: inhibits diaphorase or chemically oxidizes, flagging diaphorase assay artifacts. hit rate 0.69% among 190,000. AID 1217. inhibition, % at 20 µM. diaphorase resazurin-to-resorufin fluorescence, NADH, 16 min; bacterial (C. kluyveri) enzyme, not human;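 active means primary screen inhibition at 20 µM above a set limit, cut at about 50% in these data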;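 further: plate controls were DMSO with full reaction for no effect and wells lacking NADH for full effect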
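material = Clostridium kluyveri diaphorase enzyme | amount = 0.14 U/mL diaphorase, enzyme working solution | schedule = incubation 16 min, room temperature | detection = fluorescence of resorufin formed from resazurin, Ex 544/Em 590 nm | benchmarks = positive control minus NADH, DMSO neutral control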
PMI act hi M6P: increases human PMI activity with near-saturating mannose 6-phosphate | activation factor at 20 µM | coupled PMI enzyme assay, resazurin fluorescence, 20 min; stronger effect = higher value; 1 = untreated enzyme, 0 = substrate-free blank | P34949 | hit rate 0.34% among 190,000;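 active means activation factor of 2 or more at 20 µM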
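Material: human phosphomannose isomerase with PGI, G6PDH, diaphorase coupling enzymes / Reagent: Man-6-P substrate 1.0 mM / Dosing: single compound dose of 20 µM, 1% DMSO final / Incubation: enzyme reaction with compound 20 min at room temperature / Signal: resorufin fluorescence (Ex 544/Em 590 nm) from resazurin via diaphorase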
L major viab: reduces viability of Leishmania major promastigotes; resazurin fluorescence viability; inhibition, % at 10 µM; hit rate 9% among 200,000; AID 1063; in the data active means inhibition above about 50%;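 further: promastigotes grown with compound for 44 hours at 28 °C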
TNAP inh no acc: inhibitors of human TNAP without phosphate acceptor. P05186. AID 1012. purified TNAP, CDP-star luminescence, 30 min. inhibition, % at 20 µM. hit rate 0.26% among 200,000;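 active means tissue-nonspecific alkaline phosphatase inhibition above about 50% at 20 µM in the single-dose screen, limit read from the data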;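 further: 0% = DMSO negative control and 100% = EDTA positive control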
Active calls of the source: *; i = inactive; · = not tested or not shown. Rows are unselected; about 10% have a hit in one of these screens.

Preview, three compounds:
no. | Molecule | TNAP inh hi DEA | bIAP activator | TNAP act hiacc | bIAP inh | Diaph act CS | PMI act | Diaph inh CS | PMI act hi M6P | L major viab | TNAP inh no acc
1 | Cc1cc(C)c2cc(CN(Cc3nnnn3C3CCCCC3)CC3CCCO3)c(=O)[nH]c2c1 (configuration not stated) | -7.2 | 0.9 | 1.1 | 5.4 | 0.7 | 0.8 | 27.6 | 0.9 | 99.0* | -6.1
2 | O=C1Nc2ccccc2/C1=C/C(=O)c1cccs1 | -2.3 | 0.8 | 1 | 18.6 | 1 | 0.9 | 4.5 | 1 | 100.3* | -3.0
3 | CC(=O)/C(=N\Nc1ccccc1Cl)Sc1cccc2cccnc12 | 1.6 | 0.7 | 1 | 27.7 | 0.9 | 0.9 | 11.8 | 0.9 | 19.2 | -6.7

This part in full, from the start:
no. | Molecule | TNAP inh hi DEA | bIAP activator | TNAP act hiacc | bIAP inh | Diaph act CS | PMI act | Diaph inh CS | PMI act hi M6P | L major viab | TNAP inh no acc
1 | Cc1cc(C)c2cc(CN(Cc3nnnn3C3CCCCC3)CC3CCCO3)c(=O)[nH]c2c1 (configuration not stated) | -7.2 | 0.9 | 1.1 | 5.4 | 0.7 | 0.8 | 27.6 | 0.9 | 99.0* | -6.1
2 | O=C1Nc2ccccc2/C1=C/C(=O)c1cccs1 | -2.3 | 0.8 | 1 | 18.6 | 1 | 0.9 | 4.5 | 1 | 100.3* | -3.0
3 | CC(=O)/C(=N\Nc1ccccc1Cl)Sc1cccc2cccnc12 | 1.6 | 0.7 | 1 | 27.7 | 0.9 | 0.9 | 11.8 | 0.9 | 19.2 | -6.7
4 | O=C(O)c1cccc(NS(=O)(=O)c2cccc3nsnc23)c1 | -1.8 | 0.9 | 1 | 11.1 | 0.9 | 0.9 | 13.0 | 1 | -7.0 | -10.5
5 | O=C(CN1C(=O)c2cccc3cccc1c23)NCc1cccnc1 | -1.1 | 1 | 1 | -2.3 | 1 | 1.1 | 1.5 | 1 | -16.9 | -14.6
6 | CC(C)CNS(=O)(=O)c1ccc(CCC(=O)Nc2cc(Cl)ccc2Oc2ccccc2)cc1 | -3.6 | 0.5 | 1 | · | 0.8 | 0.8 | 18.4 | 0.9 | 19.4 | -8.6
7 | COc1ccc(N2C(=O)C3CCCN3C2c2cccc(C)c2)cc1 (configuration not stated) | -3.3 | 0.9 | 1 | 10.3 | 0.8 | 1 | 16.1 | 1 | 4.8 | -13.1
8 | CCOC(=O)N1CCN(S(=O)(=O)c2ccc(F)c(C(=O)Nc3cc(C)cc(C)c3)c2)CC1 | -3.4 | 0.9 | 1 | 6.9 | 0.8 | 0.8 | 22.2 | 0.9 | -0.8 | -11.3
9 | COc1cccc(OC)c1C(=O)Nc1cccc(-c2ccc3nncn3n2)c1 | -0.6 | 1.1 | 1 | -5.4 | 1 | 1.1 | 2.3 | 1.1 | 6.5 | -3.1
10 | CCOC(=O)c1sc(NS(=O)(=O)c2ccc(F)cc2)nc1C | -3.4 | 0.9 | 1 | 14.5 | 0.8 | 1 | 20.5 | 0.9 | -6.2 | -5.1
11 | COc1cccc(NC(=O)CSc2nc3c(sc4ccccc43)c(=O)n2CCN(C)C)c1 | -0.5 | 1 | 1 | -3.4 | 1 | 0.9 | -1.0 | 1.3 | -1.5 | -28.2
12 | Cn1c(-c2ccc(F)cc2)cnc1NCc1ccccc1 | -1.7 | 1 | 1 | 0.7 | 0.9 | 0.9 | 10.1 | 0.9 | 28.0 | -3.2
13 | CC1Cn2c(nc3sc4c(c3c2=O)CCC4)N1CCO (configuration not stated) | -0.3 | 1 | 1 | 1.1 | 0.8 | 0.9 | 17.6 | 0.8 | -0.3 | -8.4
14 | COc1ccc2[nH]c3c(c2c1)CCn1c-3nc2sc(C(=O)Nc3ccccc3)c(C)c2c1=O | 4.3 | 1 | 1 | 2.8 | 1 | 0.9 | 3.2 | 1.1 | -7.5 | -16.5
15 | COC(=O)C1Sc2[nH]c(=O)sc2C2c3ccccc3OC(=O)C12 (configuration not stated) | 2.8 | 1.1 | 1 | -9.7 | 0.9 | 0.9 | 14.5 | 0.7 | -1.7 | -6.6
16 | Cc1ccnc(SCCn2c(N3CCC(C)CC3)nc3c2c(=O)[nH]c(=O)n3C)n1 | -4.8 | 0.8 | 1 | 16.7 | 0.8 | 0.9 | 16.9 | 0.9 | -3.9 | -15.3
17 | Fc1ccc(C2CC(c3ccccc3)Nc3ncnn32)cc1 (configuration not stated) | -9.0 | 1 | 1.1 | -1.1 | 1.2 | 1.1 | -24.4 | 1.2 | 1.0 | 11.9
18 | O=C1C2C3C=CC(CC3)C2C(=O)N1/N=C/c1c[nH]c2ccccc12 (configuration not stated) | -4.4 | 1 | 1 | -1.9 | 0.9 | 1.1 | 9.3 | 1 | 11.0 | -4.3
19 | O=C(Nc1cnn(Cc2ccc(Cl)c(Cl)c2)c1)c1nc2ncccn2n1 | -5.3 | 0.9 | 1.1 | 5.0 | 0.9 | 1 | 6.1 | 1 | 8.5 | -6.2
20 | CC(NC(=O)COC(=O)c1ccc2ccccc2n1)C1CC2CCC1C2 (configuration not stated) | -2.4 | 1 | 1 | -0.7 | 0.9 | 1 | 5.1 | 1 | -6.9 | -12.9
21 | NC(=O)C1(N2CCCCC2)CCN(C(=S)Nc2cc(F)cc(F)c2)CC1 | 0.6 | 1 | 1 | 0.7 | 1 | 1 | -0.5 | 1 | -1.6 | -4.3
22 | CCOC(=O)C1=C(c2ccc(OC)cc2)C(=O)c2ccccc2C1=O | 4.5 | 0.9 | 1 | 13.9 | 0.6 | 0.3 | 39.9 | 0.3 | 100.6* | -7.2
23 | CCOc1ccc(OCC)c(NC(=O)CCS(=O)(=O)c2ccc(Br)s2)c1 | 6.3 | 0.9 | 0.9 | 10.6 | 0.9 | 1 | 13.4 | 1 | -5.2 | 0.1
24 | Cc1cc(C)n2cc(CSc3nnnn3-c3ccccc3C)nc2n1 | -4.2 | 1.1 | 1 | -8.5 | 1 | 1 | 3.9 | 1.1 | -0.6 | -8.1
25 | COc1cc(S(=O)(=O)Nc2ccc(C)cc2)ccc1N=Cc1c(C)c(C#N)c(=O)n(C)c1O | -4.3 | 0.9 | 1 | 13.7 | 1 | 1.2 | -0.7 | 0.6 | -1.9 | -0.8
26 | Cc1cccc(OCc2nc(-c3ccccn3)n[nH]2)c1 | -6.5 | 1.3 | 1.1 | -27.3 | 0.8 | 0.9 | 17.7 | 1 | -6.4 | -7.1
27 | Cn1c(SCc2cccc3ccccc23)nnc1-c1ccco1 | -3.8 | 1 | 1 | 1.0 | 0.9 | 0.9 | 10.4 | 0.9 | 13.8 | -8.9
28 | CN(C)CCNc1nc(-c2ccccc2)c2c(c1C#N)CC(C)(C)OC2 | -6.3 | 1 | 1.1 | -3.1 | 1 | 1.1 | 3.1 | 1.1 | 2.1 | -1.7
29 | Cc1ccc(S(=O)(=O)N(C)c2ccc(C)c([N+](=O)[O-])c2)cc1 | -1.6 | 0.8 | 1 | 23.1 | 1 | 1 | 4.5 | 1.1 | 1.1 | -6.7
30 | Cc1cc2oc(C(=O)Nc3ccc(S(=O)(=O)Nc4nccs4)cc3)cc(=O)c2cc1Cl | -0.9 | 1 | 1 | 3.4 | 1 | 1 | -2.5 | 1 | -4.3 | 2.7
31 | CCOC(=O)CSc1nnc(NC(=O)NC(C)C)s1 | -7.6 | 1 | 1.1 | -1.2 | 1 | 1 | 4.1 | 1.1 | 8.3 | -7.9
32 | O=[N+]([O-])c1cccc(N=Cc2sc3ccccc3c2O)c1 | 7.5 | 0.8 | 0.9 | 20.5 | 1 | 0.9 | 4.2 | 0.8 | -3.9 | 7.5
33 | Cc1ccc(N(c2ncnc(N)c2[N+](=O)[O-])C2CCCCC2)cc1 | -4.6 | 1 | 1 | -0.3 | 0.9 | 1.1 | 11.6 | 1.1 | 5.1 | -8.6
34 | COc1ccccc1N1CCN(CC(O)COc2ccc3c(c2)OCO3)CC1 (configuration not stated) | -3.3 | 1.1 | 1 | -5.3 | 1.1 | 1.3 | -9.0 | 1.2 | -4.2 | -6.8
35 | COC(=O)c1cn(NC(=O)C2CCC(C)CC2)c(=O)c2ccccc12 (configuration not stated) | -4.7 | 1.1 | 1 | -9.0 | 1 | 0.9 | 2.1 | 1 | -4.0 | -6.7
36 | Cc1ccc(NC(=O)c2ccc(C(C)(C)C)cc2)cc1-n1cnnn1 | 0.7 | 1.1 | 1 | -9.4 | 0.9 | 1 | 6.1 | 1 | 15.4 | -2.0
37 | CCOc1ccc(C(=O)Nc2cccc(C(=O)O)c2C)cc1Cl | -2.0 | 0.9 | 1 | 7.6 | 0.9 | 1 | 13.9 | 0.5 | -2.7 | -5.8
38 | Cc1cc(C(C)(C)C)oc1C(=O)NCCCNC(=O)c1oc(C(C)(C)C)cc1C | -1.3 | 0.9 | 1 | 8.0 | 0.9 | 1 | 8.9 | 0.9 | -5.5 | -5.0
39 | Cc1ccc(/C(N)=N/OC(=O)/C=C/c2ccccc2)cc1 | -1.7 | 0.9 | 1 | 11.5 | 0.8 | 0.9 | 19.0 | 0.8 | 4.1 | -2.5
40 | Cn1c(=O)c2c(nc(N/N=C/c3cccs3)n2Cc2ccccc2)n(C)c1=O | -0.9 | 0.9 | 1 | 5.3 | 0.9 | 1 | 13.4 | 1.1 | 25.6 | i
41 | COc1ccc(/C=N/NC(=O)c2ccc(Cl)cc2Cl)cc1COC(C)=O | -3.6 | 1 | 1 | 4.4 | 0.9 | 1 | 7.1 | 1 | -7.6 | -6.1
42 | CCOC(=O)N1CCN(CCC(=O)c2ccc(OC)cc2)CC1 | 5.7 | 1 | 0.9 | 0.2 | 1.2 | 1 | -15.8 | 0.8 | 81.8* | 7.5
43 | COCCn1c(COc2cccc(OC)c2)nnc1SCC(=O)N1CCOCC1 | -7.3 | 1 | 1.1 | 0.6 | 0.9 | 1 | 11.6 | 1 | -1.8 | -12.2
44 | CCc1ccc(CN2CCC(CO)(CC3CCCCO3)CC2)o1 (configuration not stated) | -2.5 | 1 | 1 | 0.0 | 1.1 | 1.1 | -7.7 | 1 | 1.8 | -9.7
45 | CC1(C)CC(NC(=O)COc2ccc3ccccc3c2)CC(C)(C)N1 | -3.6 | 1 | 1 | -3.9 | 0.9 | 0.9 | 8.1 | 0.9 | 83.5* | -5.4
46 | Cc1ccc(C)c2sc(N)nc12 | -2.8 | 1 | 1 | 0.2 | 0.8 | 0.9 | 16.0 | 1 | -0.7 | -8.8
47 | O=[N+]([O-])c1ccc(O)c2cccnc12 | 20.5 | 0.8 | 0.8 | 17.1 | 0.9 | 1.1 | 8.5 | 0.6 | 3.9 | 11.3
